Ecoli WT expand – growth inhibitors of E. coli BW25113 wild type. OD600 absorbance. growth inhibition, % at 100 µM. 98,000 tested, 0.15% active;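 active means growth inhibition above about 50% at one test dose, limit read from the data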;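 further: growth measured after 20 h incubation at 37 °C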
PLAP act – activates human placental alkaline phosphatase | P05187 | purified PLAP enzyme, luminescent substrate read-out; stronger effect = higher value | activation fold at 20 µM | 96,000 tested, 1.2% active; in the data active means activation fold above about 2
sEH activator – soluble epoxide hydrolase (human) activation; P34913; purified human sEH enzymatic activity, activator screen; activation, % at 2 µM; 91,000 tested, 0.04% active; AID 717; in the data active means activation above about 37%; further: values of inactives mirror those of a sister screen read the other way
Target sequence (P34913 whole entry, looked up): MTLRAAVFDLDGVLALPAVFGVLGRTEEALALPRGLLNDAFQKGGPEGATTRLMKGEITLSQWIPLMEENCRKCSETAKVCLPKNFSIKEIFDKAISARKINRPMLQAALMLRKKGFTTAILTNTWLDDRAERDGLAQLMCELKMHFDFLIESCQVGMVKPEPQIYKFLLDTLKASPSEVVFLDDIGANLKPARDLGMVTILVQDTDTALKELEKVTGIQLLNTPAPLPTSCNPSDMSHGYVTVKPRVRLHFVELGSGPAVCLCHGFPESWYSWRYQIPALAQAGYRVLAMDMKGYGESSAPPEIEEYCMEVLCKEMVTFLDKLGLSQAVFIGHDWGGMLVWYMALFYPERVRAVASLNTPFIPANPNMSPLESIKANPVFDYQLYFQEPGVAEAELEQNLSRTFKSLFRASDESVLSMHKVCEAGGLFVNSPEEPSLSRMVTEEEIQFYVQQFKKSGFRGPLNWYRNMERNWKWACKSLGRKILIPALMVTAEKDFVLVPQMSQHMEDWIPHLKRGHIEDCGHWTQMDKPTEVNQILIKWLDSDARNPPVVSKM
S1P2 ag – S1P2 (human) receptor agonism. O95136. S1P2-expressing cell line, agonist reporter read-out. activation, % at 4.5 µM. 97,000 tested, 0.46% active; in the data active means activation above about 16%;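 further: 0% = vehicle low control and 100% = maximal reference agonist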
Target sequence (O95136 whole entry, looked up): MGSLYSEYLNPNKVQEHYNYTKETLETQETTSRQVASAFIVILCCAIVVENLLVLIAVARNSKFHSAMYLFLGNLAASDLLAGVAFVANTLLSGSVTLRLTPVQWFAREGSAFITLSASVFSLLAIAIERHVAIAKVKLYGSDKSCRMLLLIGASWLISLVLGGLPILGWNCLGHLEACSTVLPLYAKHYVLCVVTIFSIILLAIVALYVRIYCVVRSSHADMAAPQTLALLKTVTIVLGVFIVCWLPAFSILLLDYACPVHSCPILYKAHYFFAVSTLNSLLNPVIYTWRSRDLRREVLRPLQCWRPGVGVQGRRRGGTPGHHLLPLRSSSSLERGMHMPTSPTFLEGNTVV
PostGolgi yeast – growth inhibition of a yeast mutant, post-Golgi transport screen; post-Golgi transport phenotypic cell assay; inhibition, % at 10 µM; 98,000 tested, 0.9% active; AID 739;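 further: yeast cells grown in 1536-well plates; yeast grown about 18 h at 30C before absorbance read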
sEH inhibitor – blocks human soluble epoxide hydrolase activity. P34913. recombinant human sEH enzymatic activity assay. inhibition, % at 2 µM. 91,000 tested, 0.34% active. AID 707; in the data active means inhibition above about 80%; further: values of inactives mirror those of a sister screen read the other way; many of its hits are not listed in these tables
CD11b adhes inh – CD11b/CD18-fibrinogen binding inhibition; K562 CD11b/CD18 adhesion to fibrinogen, ATPlite luminescence; Mn2+ added to activate the integrin; inhibition, % at 10 µM; 93,000 tested, 0.54% active; AID 1497;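 active means primary inhibition of 50% or more at 10 µM, then 40% or more on retest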; further: some results filed as inactive read as strong as hits
S1P2 blocker – S1P2 (human) receptor antagonism | O95136 | cell-based S1P2 antagonist assay, inhibition at 5 uM | inhibition, % at 5 µM | 97,000 tested, 0.21% active | AID 736; in the data active means inhibition above about 45%;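 further: CRE beta-lactamase reporter cells expressing human S1P2 stimulated with S1P; 0% = agonist at EC80 alone and 100% = agonist plus reference antagonist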
PostGolgi ctrl – growth of the yeast control strain, post-Golgi counter-screen; 98,000 tested, 5% active; inhibition, % at 10 µM; efflux-deficient yeast background strain, growth absorbance A615, 16 h
Starred values were filed as active, the others as inactive; nt = no result given. Unless noted, no stated cut-off is given here; in the data, active means inhibition above about 30%; inactive means the rest.

compound,Ecoli WT expand,PLAP act,sEH activator,S1P2 ag,PostGolgi yeast,sEH inhibitor,CD11b adhes inh,S1P2 blocker,PostGolgi ctrl
COc1cccc(OCc2cc(C3Nc4ccccc4C(=O)N3Cc3ccco3)ccc2OC)c1 (stereo not drawn),nt,nt,-4,-6,nt,9,nt,-7,nt
COC(=O)[C@@H](NC(=O)NC(C)CCc1ccccc1)C(C)C (stereo partly drawn),1,0.8,-49,-10,-8,49,15,22,4
COc1ccc(NC(=O)Cn2cccc2)cc1Cl,-3,1,6,-8,-1,-5,-4,14,-7
COC(=O)c1cc(OC)c(OC)cc1NC(=O)c1cnccn1,-7,1.1,-4,-3,13,4,-15,-33,1
CCN(CC)c1ncn(Cc2c(Cl)cccc2Cl)c2ncnc1-2,-5,0.9,nt,18*,-36,nt,nt,-34,34*
Cc1ccc(S(=O)(=O)N2CCN(S(C)(=O)=O)C2c2ccccc2)cc1 (stereo not drawn),3,0.8,3,-5,-5,-1,-18,-11,20
Cc1ccc(S(=O)(=O)N2C=CC(C(F)(F)F)=NCC2)cc1,3,0.9,-7,-2,3,9,-8,-11,11
O=C(Nc1ccccc1C(=O)O)c1ccccc1,-15,1.1,-20,-6,25,17,-22,-10,-2
O=C(CSc1nc2scc(-c3ccco3)c2c(=O)n1-c1ccccc1)N1CCOCC1,-2,0.8,2,-1,8,2,4,-28,-1
COc1ccc(C)c(Cn2c(-c3nonc3N)nc3ccccc32)c1,-15,0.9,2,6,-3,-1,-18,-22,9
Cc1ccc(C(=O)Nc2ccccc2C(=O)NC(C(=O)O)C(C)C)cc1 (stereo not drawn),nt,nt,-2,-5,nt,3,nt,-5,nt
CC1CCCCN1c1nnc(N)s1 (stereo not drawn),4,nt,nt,-7,16,nt,nt,20,6
CCCN1CCN(CCCNC(=O)Cn2nc(-c3ccc(Cl)cc3)ccc2=O)CC1,3,1.3,-8,-4,4,7,-22,-2,-6
COC(=O)c1ccccc1NC(=O)c1ccc(-c2ccccc2F)o1,-16,0.9,-3,-4,-5,1,-8,7,9
CCOC(=O)C(C)Oc1cccc2c(=O)n(CC(=O)Nc3cccc(OC)c3)ccc12 (stereo not drawn),-2,1.1,16,-5,-10,-17,-20,13,-3
CCC1(C)Cc2c(sc3nc(NC)n(C)c(=O)c23)CO1 (stereo not drawn),-2,1.4,nt,nt,6,nt,75,nt,14
CCCCCn1c(N)c(-c2nc3ccccc3s2)c2c([N+](=O)[O-])nn(CC)c(=O)c21,-9,1.4,-11,-3,-5,14,90,13,8
N#CC1=C(N)Oc2n[nH]c(-c3ccc(F)cc3)c2C1c1cccnc1 (stereo not drawn),2,2*,-2,2,6,4,-19,-3,2
CCOC(=O)c1cnc(-c2ccccc2)nc1N(C)C,4,0.9,-4,-4,21,2,-4,-11,-3
CCOC(=O)c1c(N)n[nH]c1-c1ccc(OC)cc1,3,1.3,-20,-4,22,22,-17,-24,6
O=C(Nc1ccc(N2CCOCC2)cc1)c1cc2ccccc2o1,4,1.3,nt,nt,-3,nt,nt,nt,2
CCOC(=O)Cn1c(C)c(Br)c(=O)c2cccc(C)c21,0,1.1,7,-5,0,-4,8,-7,6
CCOCCCNCC(=O)Nc1ccccc1N1CCOCC1,4,1,9,-4,-1,-8,1,6,6
CC1(C)CC(=O)c2cn3ncnc3nc2C1,-4,1.1,-1,-4,4,1,nt,2,-3
Cc1cc(C)cc(NC2=NC3(CCCCC3)N=C(N)N2)c1,6,2.7*,3,1,0,-5,8,-6,27
COc1ccc(NC(=O)CCN2C(=O)c3ccccc3S2(=O)=O)cc1,-2,0.9,-13,0,-1,14,3,2,6
CSc1ccccc1NC(=O)c1ccccc1N(C)S(C)(=O)=O,1,1.3,8,0,4,-5,9,-9,-6
COc1ccc(C(c2nnnn2C2CCCCC2)N2CCN(c3ccc(OC)cc3)CC2)cc1 (stereo not drawn),-21,1.8,3,-3,14,-5,-25,12,16
Cc1nn(-c2ccccc2)c(Cl)c1/C=C1\SC(=S)NC1=O,-19,1.3,7,-4,21,-11,101*,-17,26
Cn1ccnc1SCC(=O)c1cccc(Br)c1,4,0.9,9,-3,8,-6,1,-12,6

Entries of single compounds as entered above.
`N#CC1=C(N)Oc2n[nH]c(-c3ccc(F)cc3)c2C1c1cccnc1` (stereo not drawn) is listed as Ecoli WT expand: 2; PLAP act: 2*; sEH activator: -2; S1P2 ag: 2; PostGolgi yeast: 6; sEH inhibitor: 4; CD11b adhes inh: -19; S1P2 blocker: -3; PostGolgi ctrl: 2
`CC1CCCCN1c1nnc(N)s1` (stereo not drawn) is listed as Ecoli WT expand: 4; PLAP act: nt; sEH activator: nt; S1P2 ag: -7; PostGolgi yeast: 16; sEH inhibitor: nt; CD11b adhes inh: nt; S1P2 blocker: 20; PostGolgi ctrl: 6

More results:
compound,Ecoli WT expand,PLAP act,sEH activator,S1P2 ag,PostGolgi yeast,sEH inhibitor,CD11b adhes inh,S1P2 blocker,PostGolgi ctrl
O=C(CC(C(=O)O)C1CCCO1)NCCc1ccc2c(c1)OCO2 (stereo not drawn),4,1.1,4,-3,-1,-7,-14,2,0
Cc1ccc(-c2n[nH]c(=O)c3ccccc23)cc1S(=O)(=O)NCCO,5,1,15,-4,12,-13,4,-17,-4
C#CCn1c(S(=O)(=O)Cc2ccccc2Cl)nc(-c2ccccc2)c1-c1ccccc1,-10,1.1,-4,-8,15,6,10,-8,12
Cc1ccc(NC(C)c2cc(Cl)ccc2O)cc1 (stereo not drawn),8,1.3,14,-3,-3,-16,-25,12,-1
Cc1ccc(S(=O)(=O)N2CCN(C3CC(=O)N(CCc4ccccc4)C3=O)CC2)cc1C (stereo not drawn),-5,1.1,nt,-1,0,nt,nt,5,22
Nc1c(C(=O)NCCc2ccccc2)nnn1Cc1ccc(Cl)cc1,nt,nt,-7,-4,nt,7,nt,4,nt
CC(C)c1ccc(O)c(NC(=O)c2cccnc2)c1,-2,1,-16,-4,7,14,-2,-14,3
CCCC(=O)Nc1ccc(C(=O)NNC(=S)NC(=O)c2cccs2)cc1,-11,2.4*,0,-3,18,-3,nt,6,-4
CNC(=O)CN1C(=O)c2cccc3cccc1c23,3,1.2,-2,0,-2,3,24,-15,3
COc1cc(C)nc(NS(=O)(=O)c2ccccc2)n1,-1,0.8,1,-2,1,-3,-5,-13,8
Cn1c(CNc2cccc(Cl)c2)nnc1SCC(=O)OC1CCCCC1,7,1.5,6,-6,2,-9,-16,-12,19
COc1ccc(CN2CCN(C(=O)c3ccco3)CC2)cc1OCc1ccccc1,-11,1.3,-3,-7,-7,4,-4,11,8
CC(=O)OCc1cc2cccc(C)c2[nH]c1=O,0,0.8,11,-11,1,-9,-7,20,5
Cc1ccc(NC(=O)NC2CCCCC2)cc1Cl,0,0.9,-95,-4,-11,95*,-35,-22,11
CC(=O)NC1(c2cccc(F)c2)CCN(C(=O)Nc2ccc(C#N)cc2)CC1,5,1.1,-8,-5,1,10,-10,-8,12
COc1cccc(CN2C(=O)N(C(C)C)C(N(O)C(=O)NC(C)C)C2(C)C)c1OC (stereo not drawn),2,1.3,-7,-4,-7,10,nt,-14,6
O=C(C1CCCCC1)N(CCN1CCCC1)c1nc2ccccc2s1,8,nt,-8,-13,0,10,nt,6,28
N#Cc1cc2c(=O)n3ccccc3nc2n(Cc2cccnc2)c1=N,nt,nt,11,-3,nt,-12,nt,2,nt
CCCCn1c(-c2ccoc2C)n[nH]c1=S,nt,nt,-8,-4,nt,12,nt,5,nt
Cn1ccs/c1=N\S(=O)(=O)c1ccc(C(C)(C)C)cc1,3,1,10,-3,-6,-9,-6,-19,1
O=C(CN1C(=O)C2(OCCO2)c2ccccc21)c1ccc(F)cc1,3,0.8,-1,-5,-4,0,-16,2,5
Cc1cccc2cc(CN(Cc3ccc(F)cc3)C(=O)N(C)C)c3nnnn3c12,-5,1.6,8,3,12,-9,1,0,32*
CCc1nnc(NC(=O)CSc2nnc(-c3ccncc3)n2Cc2ccccc2)s1,1,1.2,-8,-5,0,10,-6,16,-4
CCc1ccc(CNc2ccc(O)cc2)cc1,1,1.3,6,-6,4,-5,32,-1,11
Cc1ccc(Cn2cccc(NC(=O)NC3CCCCC3)c2=O)cc1,1,0.9,-7,-4,-10,6,nt,10,15
CC(C)c1nnc(NC(=O)C2CCCN2S(=O)(=O)c2ccc(Cl)cc2)s1 (stereo not drawn),-10,1.1,3,-7,-6,-2,-1,6,7
CCN(CC)S(=O)(=O)c1ccc(-c2nnc(SCC(=O)Nc3cc(OC)cc(OC)c3)o2)cc1,-7,0.9,-8,-3,4,9,2,-3,17
CCCCC(=O)Nc1ccc(C)c(O)c1,-4,0.9,8,0,-2,-8,nt,-25,7
COc1ccc(C(=O)CN(C(=O)c2ccc(Cl)cc2)N2C(=O)C3CCCCC3C2=O)cc1 (stereo not drawn),-2,1,-5,-5,-2,6,6,-23,6
COc1cccc2[nH]c3c(N4CCCCC4)ncnc3c12,-4,1.1,3,-1,-6,-3,4,-2,5
CCCCCCOC(=O)NCC(O)c1ccccc1 (stereo not drawn),16,1,-8,-4,-3,7,10,-2,4
Cc1cc(-n2c(C)cc(C(=O)CSc3nnnn3-c3ccccc3)c2C)no1,-21,0.9,-2,-7,-3,2,-3,16,20
Cc1cc(Cl)cc(Cl)c1OCC(=O)NCc1ccco1,11,1.6,6,-7,2,-6,16,-12,0
CC(=O)N(c1ccc(C)cc1)C1C=CS(=O)(=O)C1 (stereo not drawn),3,0.9,17,-5,-1,-18,-11,-1,-3
Cc1nc2c(C(=O)N3CCN(c4ccccn4)CC3)cnn2c(C)c1Cc1cccc(Cl)c1,-3,1.4,5,-11,7,-4,4,-13,27
O=C(COC(=O)CCOc1ccccc1)Nc1ccc(Cl)cn1,1,1,2,-2,-2,-4,-12,25,18
CCn1c(SCC(=O)c2ccc3c(c2)Cc2ccccc2-3)nnc1-c1ccc(N)cc1,-12,1,-6,-10,-7,4,1,3,16
COc1cccc2sc(NC(=O)c3ccc(S(=O)(=O)N4CCOCC4)cc3)nc12,-6,1,-10,-6,-3,6,14,3,9
CCN1CCN(c2oc(COc3ccc(-c4ccccc4)cc3)nc2C#N)CC1,-8,1.4,4,2,1,-7,18,-1,6
c1ccc2c(c1)ncn2CCCOc1ccc2c(c1)CCC2,10,1.3,-11,3,-1,11,53,-22,34*
CCCn1nnc(NC(=O)COc2cc(C)ccc2C(C)C)n1,-3,1.1,-4,-5,6,4,0,-24,-4
CCOCCn1c(COc2ccccc2)nc2ccccc21,2,1.3,6,1,1,-6,4,13,4
Cc1cc(OCC(=O)O)c2cccc(C)c2n1,-5,0.8,0,-3,19,0,-13,7,2
Cc1ccc(C(C)C)cc1S(=O)(=O)NCc1cccnc1,9,1.1,-3,-5,4,2,-12,-11,-2
O=C(NCCCCCNC(=O)c1cccnc1)c1cccnc1,4,1.2,0,-7,14,-2,3,-3,-4
COc1cccc(Nc2nnc(SCC(=O)N3CC(C)OC(C)C3)s2)c1 (stereo not drawn),-4,1.5,15,-6,-3,-14,-20,-1,-1
CC(C)(C)OC(=O)N[C@@H](Cc1c[nH]c2ccccc12)c1nnc(SCC(N)=O)o1,-6,1.6,35,-2,7,-37,24,15,12
CN1CCN(CCCNC(=O)c2cn(C)c3ccc(S(=O)(=O)N(C)C)cc3c2=O)CC1,6,1.4,-10,-1,-5,12,-2,-31,-3
COC(=O)C1=C(C)N(c2cccc(C(C)=O)c2)C(=O)C1,2,1,1,-3,6,-2,-4,-9,-5
Cc1ccc(S(=O)(=O)O)c(C)c1N1CCCC1=O,1,0.9,-6,0,-8,7,-1,-3,12
COc1ccccc1S(=O)Cc1ccc(C(=O)NCCc2ccc(Cl)cc2)o1 (stereo not drawn),2,1.5,nt,-3,-9,nt,-4,10,10
COc1ccc(N2CCN(C(=O)c3ccc4nc(N5CCCCC5)sc4c3)CC2)cc1,-2,1.4,nt,nt,1,nt,15,nt,7

Screening data as filed in PubChem.
